SKN-1 inh – C. elegans SKN-1 inhibition; C. elegans VP596 Pgst-4::GFP/RFP ratio, acrylamide-induced, 24 h; inhibition, % at 21.8 µM; actives 0.49% (n = 360,000); AID 624304;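 active = interference check ratio from 0.5 to 1.5 plus GFP to RFP signal ratio inhibition reaching or exceeding a fixed threshold, cut at about 30% in these data, passing the limit was not always enough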; also: some compounds called inactive have numbers as strong as hits
LMPTP block – LMPTP (human) inhibition; P24666; recombinant LMPTP-A, OMFP fluorogenic substrate, fluorescence intensity; actives 0.22% (n = 360,000); inhibition, % at 20 µM;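 active = compounds that cut the enzyme signal by at least half of the control window in the single-dose screen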;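 also: plate controls were DMSO wells with enzyme plus substrate for no effect and substrate without enzyme for full effect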
Target sequence (P24666 whole entry, looked up): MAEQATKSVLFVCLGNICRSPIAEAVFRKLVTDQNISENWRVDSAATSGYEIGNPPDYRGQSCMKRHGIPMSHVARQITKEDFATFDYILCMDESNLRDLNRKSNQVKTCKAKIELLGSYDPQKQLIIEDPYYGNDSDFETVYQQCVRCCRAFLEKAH
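Test system – LMPTP-A enzyme · Amount – LMPTP-A at 0.625 nM final in the reaction · Buffer or medium – Bis-Tris pH 6.0, DTT, detergent · Reagent – OMFP 400 µM · Doses – single 20 µM dose · Schedule – reaction 50 min, room temperature, dark · Detection – fluorescence intensity of OMFP turnover product · Evaluation – percent inhibition versus substrate-only and uninhibited controls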
Scp1 inh – blocks human Scp-1 phosphatase activity. Q9GZU7. actives 0.88% (n = 340,000). AID 493091. Recombinant Scp1, phosphopeptide, malachite green phosphate absorbance. inhibition, % at 20 µM;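 active = inhibition above about 50% at 20 µM, limit read from the data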;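 also: plate controls were DMSO wells with enzyme for no effect and wells lacking enzyme for full effect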
Target sequence (Q9GZU7 76-261 limits assumed): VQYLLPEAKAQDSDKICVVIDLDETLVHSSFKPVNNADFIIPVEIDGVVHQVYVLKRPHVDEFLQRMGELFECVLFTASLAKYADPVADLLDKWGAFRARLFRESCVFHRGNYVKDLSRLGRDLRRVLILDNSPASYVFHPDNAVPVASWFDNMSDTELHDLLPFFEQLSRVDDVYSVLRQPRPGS
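Material – SCP-1 phosphatase catalytic domain, residues 76-261 · Buffer or medium – Acidic Tris acetate buffer with magnesium and detergent · Also added – Phospho 17-mer peptide substrate · Compound – single 20 µM dose, 1% DMSO · Times – 45 min room-temperature reaction, 5 min colour, 30 min stabiliser · Technique – Phosphate-binding colour reagent, absorbance read at 630 nm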
SUMO1-SIM PPI – SUMO1-SIM interaction modulation. AID 602429. actives 0.33% (n = 360,000). inhibition, % at 20 µM. SUMO1 binding to a labelled peptide, TR-FRET, 1 h; in the data active = inhibition above about 37%
Target sequence (P63165 whole entry, looked up): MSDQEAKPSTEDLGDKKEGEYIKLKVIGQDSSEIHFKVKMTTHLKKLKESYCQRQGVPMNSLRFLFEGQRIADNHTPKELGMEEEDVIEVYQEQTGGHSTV
DNMT1 block – inhibitors of human DNMT1. DNMT1 molecular beacon, Hinp1I cleavage, fluorescence. AID 588458. inhibition (reported as % activation of signal), % at 10 µM. actives 0.83% (n = 360,000); in the data active = inhibition above about 50%
TbMetRS inhib – Trypanosoma brucei MetRS inhibition; purified T. brucei MetRS, ATP depletion, Kinase-Glo luminescence; inhibition, % at 11.9 µM; actives 0.4% (n = 360,000); AID 624268;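 active = inhibition above a per-plate cutoff of the control wells' mean inhibition plus 3 SD, cut at about 5.5% in these data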;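 also: 0% = DMSO wells median and 100% = median of wells with control inhibitor compound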
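Dosing: 11.9 µM compound single dose, 0.9% DMSO; Assay system: purified T. brucei MetRS enzyme; Measured by: Kinase-Glo luciferase luminescence reporting remaining unconsumed ATP; Schedule: 15 min plus 2 h at 25 °C.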
Neddyl block – inhibitors of human cullin neddylation; P61081+Q13564; TR-FRET cullin neddylation, biochemical; calls only at 25 µM; actives 0.58% (n = 360,000); AID 651699; in the data active = inhibition above about 36%
NadD block – blocks S. aureus nicotinate mononucleotide adenylyltransferase. purified NadD enzyme, colorimetric absorbance read-out. inhibition, % at 20 µM. actives 0.78% (n = 360,000). AID 602399; in the data active = inhibition above about 26%; also: some compounds past the cut are filed as inactive
CendR NRP1 mod – alters CendR peptide binding to human NRP-1; O14786; FAM-RPARPAR peptide binding to NRP-1, fluorescence polarization; inhibition, % at 25 µM; actives 0.85% (n = 360,000); AID 602438;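 active = inhibition or corrected inhibition above about 18%, plus a signal ratio from 0.5 to 1.5, limit read from the data, passing the limit was not always enough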; also: strong numbers were not always called active
STEP inh – inhibitors of human striatal-enriched phosphatase STEP; P54829; recombinant STEP, OMFP fluorogenic substrate, fluorescence; inhibition, % at 20 µM; actives 0.25% (n = 360,000); AID 588621;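 active = inhibition at 20 µM, scaled per plate between control wells, above about 37%, limit read from the data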;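 also: 0% = DMSO with enzyme and substrate and 100% = substrate only without enzyme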
Target sequence (P54829 whole entry, looked up): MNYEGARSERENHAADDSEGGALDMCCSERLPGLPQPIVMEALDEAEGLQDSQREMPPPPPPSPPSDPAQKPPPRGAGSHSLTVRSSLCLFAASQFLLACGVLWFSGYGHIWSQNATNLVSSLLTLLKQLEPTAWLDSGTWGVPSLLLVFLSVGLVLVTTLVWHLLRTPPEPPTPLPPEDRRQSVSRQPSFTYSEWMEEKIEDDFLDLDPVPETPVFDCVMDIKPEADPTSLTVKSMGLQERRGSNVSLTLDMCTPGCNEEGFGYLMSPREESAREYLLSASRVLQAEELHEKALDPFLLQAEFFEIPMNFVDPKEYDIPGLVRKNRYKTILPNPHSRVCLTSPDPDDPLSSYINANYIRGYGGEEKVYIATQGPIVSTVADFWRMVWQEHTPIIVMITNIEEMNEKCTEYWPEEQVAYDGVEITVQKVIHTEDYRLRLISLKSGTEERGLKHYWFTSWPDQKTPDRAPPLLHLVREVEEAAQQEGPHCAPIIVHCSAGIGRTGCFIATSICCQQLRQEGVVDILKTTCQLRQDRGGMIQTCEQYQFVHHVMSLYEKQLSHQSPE
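System: STEP phosphatase, cell-free reaction; Buffer or medium: Bis-Tris pH 6.0 buffer with DTT, detergent; Incubation: 20 min at room temperature, dark; Measured by: fluorescence, 480/540 nm.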
* = called active by the depositor; i = inactive; . = not tested or not shown; + = active, no number. Not a hit list (roughly 4.6% active in at least one column).

canonical_smiles | SKN-1 inh | Scp1 inh | NadD block | STEP inh | Neddyl block | LMPTP block | DNMT1 block | CendR NRP1 mod | SUMO1-SIM PPI | TbMetRS inhib
O=C(CN1CCN(Cc2ccccc2Cl)C1=O)NCc1cccnc1 | 0.9 | 11.2 | -3.7 | 3.3 | i | 0.9 | 0.7 | -2.7 | 4.7 | 0.1
O=C(CCCCCn1c(=O)[nH]c2ccsc2c1=O)NCc1ccc(F)cc1 | 2.3 | 0.5 | 3.6 | 2.5 | i | 2.1 | 1.9 | -11.6 | -0.4 | -0.1
CCOC(=O)c1[nH]c(C)c(C(=O)Nc2ccc(F)cc2)c1C | 16.0 | -0.4 | -4.7 | -0.3 | i | -0.5 | -1.0 | -5.7 | 1.2 | -0.4
COc1cccc(NC(=O)NC2CCN(Cc3nnnn3Cc3ccc4c(c3)OCO4)CC2)c1 | -6.1 | -4.3 | 0.9 | 2.7 | i | 0.6 | 2.7 | -11.5 | -1.4 | -0.1
COc1ccc(CC(=O)Nc2nc3ccccc3s2)cc1S(=O)(=O)N1CCOCC1 | -2.5 | -3.4 | -3.3 | -0.9 | i | -1.0 | -2.4 | -2.8 | 9.2 | -0.6
CCCC(=O)Nc1c(-c2cccc(C)c2)c(=O)c2ccccc2n1C | 7.7 | -4.5 | -3.0 | -1.6 | i | -1.0 | -0.3 | -12.9 | -0.2 | 0.1
Cc1onc(-c2ccccc2)c1C(=O)NNC(=S)NC(=O)c1ccc(Br)cc1 | 22.5 | -20.5 | 9.9 | 4.1 | i | -0.8 | -1.2 | 5.9 | 9.1 | 0.3
COc1ccccc1N=c1sc2ccccc2n1C | 5.9 | -10.5 | -2.0 | -0.2 | i | 1.4 | -3.0 | -16.3 | -3.6 | -0.7
CC1(C)C2CCC1(CS(=O)(=O)N1CCCC1C(=O)O)C(=O)C2 (stereo unspecified) | -3.7 | 10.6 | 1.0 | -3.1 | i | -1.5 | 1.4 | 8.2 | -2.7 | -0.2
CC(=O)NCCNC(=O)c1ccc(Sc2ccccc2)c([N+](=O)[O-])c1 | -5.6 | -4.6 | 2.9 | -1.0 | i | 1.6 | 0.5 | -2.7 | -23.6 | -0.2
N#Cc1ccc(-c2cn3c(n2)SCC3)cc1 | -7.7 | -4.5 | -3.8 | 4.0 | . | -1.6 | 3.2 | 0.4 | -3.3 | 0.9
CCC(=O)Nc1ccccc1C(=O)OCC(=O)c1cccc2ccccc12 | 3.9 | -12.6 | -1.4 | -1.5 | i | 3.8 | -5.3 | 3.8 | -8.0 | -0.6
COc1ccc(NS(=O)(=O)c2ccc(C)cc2)c([N+](=O)[O-])c1 | -1.5 | -10.7 | -3.9 | -1.2 | i | -0.5 | 8.4 | 15.7 | -21.3 | -0.4
C=CCn1c(=N)n(CC(=O)c2ccc(Br)cc2)c2ccccc21 | 19.8 | 6.6 | -7.8 | 0.2 | i | 2.4 | -6.2 | 0.9 | -2.2 | 1.9
Cc1ccsc1/C=C/C(=O)O | 6.3 | -17.2 | -2.3 | -1.7 | i | -1.0 | 1.6 | 6.3 | -8.2 | 0.2

canonical_smiles | SKN-1 inh | Scp1 inh | NadD block | STEP inh | Neddyl block | LMPTP block | DNMT1 block | CendR NRP1 mod | SUMO1-SIM PPI | TbMetRS inhib
CC1(C(=O)NCc2ccccc2Br)CCN1Cc1ccc(-c2ccccn2)cc1 (stereo unspecified) | 4.3 | . | -0.3 | 0.0 | i | -2.8 | 0.8 | 0.4 | 6.5 | 0.0
CCOC(=O)[C@]12CCC=C1N(Cc1ccccc1)C(=O)[C@H](CC(=O)N1CCN(C(=O)c3ccco3)CC1)C2 | 4.8 | . | 5.6 | . | i | -0.1 | . | -14.8 | 4.3 | -1.5
COc1ccc(N(CC(=O)Nc2ccc(C)cn2)S(=O)(=O)c2c(C)nn(C)c2C)cc1 | 2.6 | 5.2 | 2.6 | -0.4 | i | -0.3 | -5.4 | 6.0 | 0.8 | -0.2
C=CCn1c(Sc2nc(C)cs2)nc2c1c(=O)[nH]c(=O)n2C | 1.7 | -8.5 | -3.7 | -2.3 | i | -1.2 | -0.7 | 8.1 | -3.5 | -1.0
O=c1nc2n(c3cccc(Cl)c13)CCCCC2 | -2.8 | 7.4 | 0.4 | 1.9 | i | 0.0 | 0.4 | 4.6 | 1.7 | -1.5
CCCCNC(=O)Cc1coc2ccc3ccccc3c12 | 0.4 | 0.4 | 3.4 | -0.4 | i | -0.2 | -1.8 | -1.4 | -1.9 | -2.2
CCn1c(NC(=O)/C=C/c2ccc(F)cc2)nc2ccccc21 | -4.8 | -3.0 | 1.0 | 2.5 | i | 0.8 | 0.1 | 4.1 | -5.8 | -0.4
CCCCCOc1ccc(C(=O)CCC(=O)N2CCCC2)cc1 | 4.1 | -1.4 | 7.2 | -1.1 | i | 1.1 | 1.0 | 16.2 | 1.0 | -0.2
Cc1ccc(-c2nc(CS(=O)(=O)CC(=O)Nc3cc(F)ccc3F)c(C)o2)cc1 | -16.2 | -11.9 | -9.2 | -0.6 | i | -0.7 | -2.4 | -3.6 | 1.0 | -0.9
CCOC(=O)/C(=C/C1=CC(=C/N(C)C)/C(=O)O1)C(C)=O | -13.2 | 3.8 | -3.1 | 1.4 | i | 1.3 | 8.0 | -252.1 | -40.0 | -0.8
O=C1NC(=O)/C(=C\c2ccc(Oc3cnccn3)cc2)S1 | -16.8 | 0.8 | -0.8 | -1.6 | i | -3.5 | -1.8 | -9.0 | -10.6 | -0.1
COc1ccc(OC)c(NC(=O)CN2CCc3ccccc3C2)c1 | -17.1 | -4.7 | -5.6 | 1.5 | i | -0.3 | 1.0 | 12.2 | 8.6 | 0.4
Brc1ccc(OCc2nnnn2-c2ccccc2)cc1 | 9.2 | -12.7 | -6.6 | 1.1 | i | 0.9 | -5.4 | 10.0 | 2.9 | -0.1
O=C(Cn1nc2sc3ccccc3n2c(=O)c1=O)c1cccs1 | 2.6 | -10.7 | 0.7 | -0.6 | i | -1.4 | -2.3 | 2.3 | -10.1 | -0.2
C=CCN1c2ccccc2[C@]23C[C@@H](C(=O)OC)N(C(=O)c4ccco4)C2=NC(C(=O)OC)=C(C(=O)OC)[C@H]13 | 3.5 | -9.8 | 1.5 | 2.5 | i | 0.2 | -2.6 | 20.3 | 8.5 | -0.3

canonical_smiles | SKN-1 inh | Scp1 inh | NadD block | STEP inh | Neddyl block | LMPTP block | DNMT1 block | CendR NRP1 mod | SUMO1-SIM PPI | TbMetRS inhib
CCOC(=O)N1CCN(C(=O)C(CC)c2ccccc2)CC1 (stereo unspecified) | -2.3 | -6.5 | -3.0 | 0.3 | i | 0.2 | 3.4 | -5.7 | 1.1 | -0.2
O=C1c2ccccc2C(=O)N1CC(O)COc1cccc2ccccc12 (stereo unspecified) | 21.7 | . | -6.3 | -0.1 | i | -0.8 | -3.7 | 1.3 | -10.1 | -1.5
Cc1cc(N2CCN(c3ccccc3)CC2)n2ncnc2n1 | 6.7 | -6.2 | 0.2 | -2.2 | i | -1.2 | 2.3 | -11.7 | -1.1 | 0.0
CCOC(=O)C1=C(C)N(CCO)C(=O)NC1c1cccc(O)c1 (stereo unspecified) | 31.0 | -11.2 | -0.7 | 1.2 | i | -0.5 | 2.3 | -6.8 | -0.3 | -1.0
O=C(N/N=C/c1ccccc1[N+](=O)[O-])c1cccs1 | 3.0 | -3.6 | 5.5 | -0.4 | i | -2.0 | 0.2 | -3.6 | -23.2 | -0.6
COc1ccc(C(CNC(=O)c2cc(=O)[nH]c3ccccc23)N2CCCC2)cc1 (stereo unspecified) | 15.1 | -12.1 | -0.5 | 1.0 | i | -0.4 | -2.2 | -5.5 | -0.7 | 0.1
CCOc1cccc(-c2c(C(=O)N/N=C/c3ccc(C)s3)nnn2-c2nonc2N)c1 | 12.1 | 6.8 | 14.3 | -1.9 | i | 2.9 | -0.6 | 5.3 | -12.6 | 0.3
N#Cc1cccc(C=C(C(=O)c2ccccc2)c2ccccc2)c1 | 3.1 | . | 5.3 | . | i | 1.8 | . | -21.9 | -2.1 | -1.0
COCCNC(=O)CSc1ccc(-c2nc3ccccc3[nH]2)cn1 | 16.1 | -3.7 | -2.3 | 1.8 | + | -1.0 | 1.7 | -8.9 | 2.2 | 11.1*
O=C(CN1CCCC1c1cccs1)Nc1cccc(S(=O)(=O)N2CCCC2)c1 (stereo unspecified) | 8.6 | -1.4 | 2.9 | -2.5 | i | 1.1 | -3.0 | 1.9 | 8.6 | -0.1
CC(=O)NC(CCS(C)(=O)=O)C(=O)Nc1ccccc1Cl (stereo unspecified) | 7.5 | -5.9 | 2.7 | -1.5 | i | 0.3 | 2.9 | -4.5 | -0.3 | -0.2
Nn1c(SCC(=O)Nc2ccccc2F)nc2ccccc2c1=O | 12.2 | -0.3 | -5.1 | 2.3 | i | -0.2 | 4.0 | -11.8 | -1.5 | -1.0

Eight entries from above, set out differently.
| SKN-1 inh | Scp1 inh | NadD block | STEP inh | Neddyl block | LMPTP block | DNMT1 block | CendR NRP1 mod | SUMO1-SIM PPI | TbMetRS inhib | molecule |
| --- | --- | --- | --- | --- | --- | --- | --- | --- | --- | --- |
| 0.9 | 11.2 | -3.7 | 3.3 | i | 0.9 | 0.7 | -2.7 | 4.7 | 0.1 | O=C(CN1CCN(Cc2ccccc2Cl)C1=O)NCc1cccnc1 |
| 2.3 | 0.5 | 3.6 | 2.5 | i | 2.1 | 1.9 | -11.6 | -0.4 | -0.1 | O=C(CCCCCn1c(=O)[nH]c2ccsc2c1=O)NCc1ccc(F)cc1 |
| 16.0 | -0.4 | -4.7 | -0.3 | i | -0.5 | -1.0 | -5.7 | 1.2 | -0.4 | CCOC(=O)c1[nH]c(C)c(C(=O)Nc2ccc(F)cc2)c1C |
| -6.1 | -4.3 | 0.9 | 2.7 | i | 0.6 | 2.7 | -11.5 | -1.4 | -0.1 | COc1cccc(NC(=O)NC2CCN(Cc3nnnn3Cc3ccc4c(c3)OCO4)CC2)c1 |
| -2.5 | -3.4 | -3.3 | -0.9 | i | -1.0 | -2.4 | -2.8 | 9.2 | -0.6 | COc1ccc(CC(=O)Nc2nc3ccccc3s2)cc1S(=O)(=O)N1CCOCC1 |
| 7.7 | -4.5 | -3.0 | -1.6 | i | -1.0 | -0.3 | -12.9 | -0.2 | 0.1 | CCCC(=O)Nc1c(-c2cccc(C)c2)c(=O)c2ccccc2n1C |
| 22.5 | -20.5 | 9.9 | 4.1 | i | -0.8 | -1.2 | 5.9 | 9.1 | 0.3 | Cc1onc(-c2ccccc2)c1C(=O)NNC(=S)NC(=O)c1ccc(Br)cc1 |
| 5.9 | -10.5 | -2.0 | -0.2 | i | 1.4 | -3.0 | -16.3 | -3.6 | -0.7 | COc1ccccc1N=c1sc2ccccc2n1C |
